# High-throughput results: PubChem BioAssay, The Scripps Research Institute Molecular Screening Center
# TDP2 absorb: TDP2 (human) inhibition, absorbance primary screen. O95551. inhibition, % at 12.8 µM. hit rate 0.34% among 370,000. recombinant TDP2, T5PNP hydrolysis, p-nitrophenol absorbance 415 nm. AID 720702;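 active = inhibition above the mean of all tested compounds plus 3 SD, set per campaign, cut at about 25% in these data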;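 also: 0% = DMSO with enzyme and 100% = buffer with substrate but no TDP2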
#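 test system = human TDP2 enzyme | input = TDP2 enzyme at 120 nM final | medium = 50 mM Tris-HCl pH 7.5 with Mg2+, KCl, DTT, BSA | also added = T5PNP substrate, 5 mM | times = 2 h at 37 °C | technique = epi absorbance | benchmarks = high control without enzyme, low control DMSO plus TDP2 | replication = each compound tested once, singlicate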
# ARFGAP1 inh: inhibits rat ARF GTPase activating protein 1; Q62848; Arfgap1-stimulated ARF1 GTP hydrolysis, GDP FP detection; inhibition, % at 16.5 µM; hit rate 0.26% among 360,000;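 active = inhibition above a per-plate limit, mean inhibition of low control wells plus 3 SD, cut at about 25% in these data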;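 also: 0% = DMSO wells with enzyme and 100% = wells lacking Arfgap1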
# Target sequence (Q62848 1-136 limits assumed): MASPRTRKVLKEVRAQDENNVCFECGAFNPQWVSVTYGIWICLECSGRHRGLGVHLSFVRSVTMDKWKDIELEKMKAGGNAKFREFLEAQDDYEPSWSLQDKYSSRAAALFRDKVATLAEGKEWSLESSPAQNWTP
#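 Material – truncated rat Arfgap1 GAP domain · Buffer or medium – HEPES-based buffer, pH 7.5 · Reagent – human ARF1(Δ1-17)-GTP substrate · Dosing – 16.5 µM single point, 1.26% DMSO · Schedule – GTP hydrolysis reaction 2 h at 25 °C · Technique – GDP detection by fluorescence polarization · Benchmarks – No-Arfgap1 wells (100%) versus DMSO full-reaction wells (0%) · Repeats – single replicate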
# Tn7 DDE FP: inhibitors of Tn7 peptide binding to human fibrin DD(E) | FP displacement of FITC-Tn7 peptide from fibrin DD(E); 0% = median of compound wells per plate | P02675 | hit rate 0.13% among 370,000 | inhibition, % at 8.3 µM;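 active = inhibition above the mean of compounds falling within the control limits plus 3 SD of them, cut at about 14% in these data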;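 also: 0% = plate median of compound wells and 100% = 10 µM Aha-Tn7 peptide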
#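 Test system – human fibrin DD(E) · Times – 10 min preincubation, 3 h with tracer, room temperature · Detection – fluorescence polarization of the labelled Tn7 tracer · Measure – percent inhibition normalized to high-control wells · Benchmarks – high control wells with 10 µM unlabelled Aha-Tn7 peptide (full inhibition) · Repeats – singlicate testing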
# ADAM10 inh: inhibitors of human ADAM10; inhibition, % at 7 µM; recombinant ADAM10, EDANS/DABCYL FRET peptide cleavage, 3 h; hit rate 0.62% among 370,000; O14672;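 active = inhibition above a per-campaign cutoff equal to the mean of compounds falling between control-based bounds plus 3 SD, cut at about 20% in these data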;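 also: 0% = DMSO wells while the 100% control is not disclosed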
# DDE Tn6 FP inh: disrupts Tn6 cyclic peptide binding to fibrin D-Dimer-E complex; Fibrin DD(E) TRITC-Tn6 fluorescence polarization displacement; inhibition, % at 8.3 µM; hit rate 0.21% among 370,000; AID 720509;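 active = inhibition above a per-campaign cutoff: mean of compounds within control limits plus 3 SD, cut at about 15% in these data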;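 also: 0% = median of all compound wells on the plate and 100% = blocking peptide control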
# proKLK7 act: activates the human kallikrein-7 zymogen. AID 652039. hit rate 0.9% among 370,000. activation, % at 7 µM. P49862. purified proKLK7, EDANS-DABCYL substrate fluorescence; 100% is mature enzyme control, 0% vehicle;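 active = activation above the mean of all tested compounds plus 3 SD, computed per campaign excluding outliers beyond control limits, cut at about 13% in these data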
# Target sequence (P49862 whole entry, looked up): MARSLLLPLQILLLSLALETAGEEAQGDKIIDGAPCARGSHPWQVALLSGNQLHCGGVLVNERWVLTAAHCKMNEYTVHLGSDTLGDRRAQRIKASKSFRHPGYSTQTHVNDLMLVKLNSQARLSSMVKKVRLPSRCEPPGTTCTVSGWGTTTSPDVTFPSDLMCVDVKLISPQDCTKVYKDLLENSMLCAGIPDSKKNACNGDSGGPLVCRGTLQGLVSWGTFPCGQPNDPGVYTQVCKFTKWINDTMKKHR
# PLC-gamma1 inh: PLC-gamma1 (human) inhibition, primary screen; purified PLC-gamma1, fluorogenic substrate, fluorescence; inhibition, % at 12.2 µM; hit rate 0.84% among 370,000; in the data active = inhibition above about 9.5%
# ADAM17 inh: inhibitors of human ADAM17. P78536. recombinant ADAM17, EDANS/DABCYL FRET peptide cleavage. inhibition, % at 6.95 µM. hit rate 0.83% among 370,000. AID 720648;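 active = inhibition above the mean of compounds lying between control limits plus 3 SD, set per campaign, cut at about 8.5% in these data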;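 also: 0% = DMSO-only wells as the low control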
# Target sequence (P78536 215-824 limits assumed): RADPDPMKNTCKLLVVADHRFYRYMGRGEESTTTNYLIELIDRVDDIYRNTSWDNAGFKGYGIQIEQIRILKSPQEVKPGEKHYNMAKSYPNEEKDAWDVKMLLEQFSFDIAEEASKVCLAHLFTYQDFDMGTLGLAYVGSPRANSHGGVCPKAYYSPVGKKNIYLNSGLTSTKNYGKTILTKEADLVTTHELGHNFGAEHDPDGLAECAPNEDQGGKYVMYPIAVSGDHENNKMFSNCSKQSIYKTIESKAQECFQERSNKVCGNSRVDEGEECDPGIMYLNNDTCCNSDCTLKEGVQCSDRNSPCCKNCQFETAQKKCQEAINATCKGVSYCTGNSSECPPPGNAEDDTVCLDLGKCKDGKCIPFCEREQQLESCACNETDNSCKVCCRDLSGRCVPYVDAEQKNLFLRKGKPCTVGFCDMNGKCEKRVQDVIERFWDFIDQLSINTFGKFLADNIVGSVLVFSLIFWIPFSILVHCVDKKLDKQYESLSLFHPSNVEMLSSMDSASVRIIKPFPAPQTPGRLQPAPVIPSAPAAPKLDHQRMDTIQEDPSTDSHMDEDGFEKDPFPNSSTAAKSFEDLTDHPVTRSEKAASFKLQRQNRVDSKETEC
# LEDGF integ inh: blocks HIV-1 LEDGF/p75-dependent DNA integration. TR-FRET IN-LEDGF/p75 DNA integration, Eu/Cy5. inhibition, % at 3.7 µM. hit rate 0.64% among 370,000. AID 743269;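 active = inhibition above the screen-wide mean plus 3 SD, cut at about 13% in these data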;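 also: signal is the Cy5 over europium emission ratio at 671 and 618 nm; 0% = plate median of compound wells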
# ASAP1 GAP inh: ASAP1 ArfGAP inhibition; Q9ULH1; ASAP1-stimulated ARF1 GTP hydrolysis, GDP FP detection; inhibition, % at 16.5 µM; hit rate 0.19% among 360,000; in the data active = inhibition above about 25%;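 also: 0% = vehicle with enzyme and substrate and 100% = no enzyme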
# An asterisk follows results filed as active.
# Results follow in this order: TDP2 absorb	ARFGAP1 inh	Tn7 DDE FP	ADAM10 inh	DDE Tn6 FP inh	proKLK7 act	PLC-gamma1 inh	ADAM17 inh	LEDGF integ inh	ASAP1 GAP inh
1	COCCCNC(=O)c1cc(Cc2ccccc2)sc1N
→ 6	1	1	-35	2	-0.2	-8	-12	-1	11
2	COc1ccc(Cc2nnc(SC(C)C(=O)Nc3ccc(F)cc3Cl)o2)cc1 (configuration not stated)
→ -6	0	4	-6	-4	-0.2	0	-3	-5	-11
3	O=C(c1ccccc1)N1N=C(c2ccc(F)cc2)CC1(O)C(F)(F)F (configuration not stated)
→ -11	0	-6	5	-9	0.5	5	2	6	1
4	CC1CC(=S)Nc2ccccc2S1 (configuration not stated)
→ 14	-3	-9	1	1	-0.1	1	-2	0	5
5	CC(NC(=S)Nc1ccc(OC(F)F)cc1)c1ccc(F)cc1 (configuration not stated)
→ -4	7	2	2	5	-0.6	0	4	-4	3
6	Cc1ccc2c(c1)NC(=O)[C@@]1(C)[C@@H](c3ccccc3)[C@H]3COc4ccc(Cl)cc4[C@@H]3N1C2=O
→ 5	0	-6	1	-2	-0.1	-1	-1	0	0
7	CC(C)C(=O)NC(=S)Nc1ccc(S(=O)(=O)N2CCN(C)CC2)cc1
→ -4	-10	-2	-3	6	0.5	2	0	0	4
8	COc1ccc2oc(N)nc2c1
→ 6	-2	4	-12	-2	-0.7	4	-4	-1	-3
9	COc1ccc(C(=O)NC(=S)NNC(=O)c2ccc(NC(C)=O)cc2)cc1Br
→ 3	-4	-6	2	-2	0.5	-3	0	1	8
10	CCN(CC)S(=O)(=O)c1ccc(OC)c(NC(=O)C2CC(=O)N(c3ccc4c(c3)OCCO4)C2)c1 (configuration not stated)
→ 1	-6	0	-7	1	-0.2	1	-2	1	-1
11	CCOC(=O)C1=C(CP(=O)(c2ccccc2)c2ccccc2)NC(=O)NC1c1ccc(OC)cc1 (configuration not stated)
→ 0	9	5	-7	4	0.8	0	-2	-3	1
12	CCOC(=O)c1sc2nc3c(SCC(=O)O)cc(C(=O)c4ccccc4O)cn3c(=O)c2c1C
→ 5	5	-1	-5	-1	0.0	-3	-5	-1	-7
13	Cc1ccc(NC(=O)C2(C)CCN2C(=O)C2(c3ccc(Cl)cc3)CC2)cc1 (configuration not stated)
→ -1	1	3	6	-13	0.3	3	3	3	-5
14	COc1ccc(S(=O)(=O)N2CCN(C(=O)C3CCC3)CC2)cc1
→ -4	-9	-2	5	-3	0.1	3	-11	0	-12
15	CCn1cc(CN2CCN(Cc3ccc(C)o3)C(CCO)C2)c2ccccc21 (configuration not stated)
→ -13	-2	3	-5	8	0.5	-2	-3	-6	20
16	COc1ccc(NCc2nnc(SCC(=O)Nc3ccccc3)n2C)cc1
→ 8	4	1	-3	1	0.6	2	-1	-5	-5
17	Cc1cc(/C=C2/C(=N)N3C(=NC2=O)SN=C3S(C)(=O)=O)c(C)n1-c1ccccc1
→ 1	-3	9	4	6	0.6	-30	-2	3	-7
18	COC(=O)c1cc(=O)n(Cc2cccs2)c(=Nc2ccccc2)s1
→ 3	15	1	12	-5	-0.5	3	2	-3	-4
19	Cc1ccccc1-n1nc(C)c2c(C(=O)NN)cc(-c3ccncc3)nc21
→ 3	9	1	-7	4	0.8	-20	-1	-3	-2
20	COc1ccc(N2CCN(C(=O)c3cc(=O)c4cc(C)c(C)cc4o3)CC2)cc1
→ 0	-1	5	5	-3	-0.9	3	-1	4	-5
21	COC(=O)c1ccc(NC(=O)N(c2ccccc2)c2ccccc2)cc1
→ -8	7	11	-5	7	0.4	1	-1	0	-3
22	COCCN1C(=O)c2ccccc2C(C(=O)N2CCN(c3ccccn3)CC2)C1c1ccc(F)cc1 (configuration not stated)
→ -4	-4	3	-16	-1	-0.2	1	-2	-4	5
23	CCCCNc1ccc(C(=O)Nc2cccc(C)n2)cc1[N+](=O)[O-]
→ -13	1	1	5	9	-0.2	17*	4	0	6
24	CCn1c(CC(=O)Nc2ccc(C)cc2)n[nH]c1=S
→ 5	-11	4	0	1	-0.4	-1	-2	-1	-10
25	CC1CN(c2ccc([N+](=O)[O-])cc2C(=O)N2CCOCC2)CC(C)N1 (configuration not stated)
→ -4	4	-4	8	2	0.2	4	3	-3	1
26	COC(=O)CN1C(=O)[C@H]2[C@@H](/C=C/c3ccccc3)N3C(=O)CN(Cc4ccc(-c5ccccc5)cc4)C(=O)[C@@]3(C)[C@H]2C1=O
→ 12	-22	4	4	3	0.5	2	2	-2	-4
27	Cc1ccc(CNC(=O)CCCn2nc(C)n3ccnc3c2=O)cc1
→ -4	-1	0	-14	6	-0.3	4	3	-3	-1
28	COc1ccc(OC)c(CNC(=O)CCC(=O)N2Cc3cccc(OC)c3Oc3ncccc32)c1
→ 1	1	2	3	-4	0.1	-1	0	-1	-6
29	O=C(CCNC(=O)Cn1ccc2ccccc2c1=O)NCc1ccc(F)cc1Cl
→ -8	-12	-1	-5	2	-0.1	3	-2	-3	-5
30	O=C(CN1CCCCCC1)Nc1ccccc1Cl
→ -4	-8	-1	-3	0	-0.4	-1	-3	-7	6
31	C#CCOCCOCCOCCNc1nc(N2CCN(C(=O)[C@H]([C@@H](C)CC)n3cc(CCCCN)nn3)CC2)nc(N2CCN(C(=O)[C@H](C)n3cc(CCCN=C(N)N)nn3)CC2)n1
→ -3	2	4	7	-2	0.9	5	0	0	-6
32	COc1ccccc1NS(=O)(=O)c1cc(NC(=O)C2=NNC(=O)CC2)ccc1C
→ 7	-11	0	-12	-10	1.0	-1	-4	-1	9
33	Cc1ccc(-c2nc(-c3ccccn3)no2)cc1
→ -3	-3	-1	-9	3	-0.1	-1	-2	-6	-2
34	O=C1CCCC(=O)C1CS(=O)(=O)c1ccccc1
→ 5	-5	0	-16	2	-0.6	-1	-2	-4	2
35	Cc1nc2cc(-c3cccc(F)c3)nn2c(N2CCN(C(=O)c3ccco3)CC2)c1C
→ -5	6	-1	-3	0	-0.4	-5	-1	2	12
36	CCOC(=O)N1CCN(C(=O)CSc2ccc(-c3ccccc3)nn2)CC1
→ 15	2	1	-3	-6	-0.1	-1	-6	-1	13
37	Cc1cccc(C)c1NC(=O)CN(C)C(=O)c1ccc(COc2ccccc2)cc1
→ -1	-2	2	-4	-1	0.4	2	1	-3	-2
38	CCOc1ccccc1NC(=O)CSc1nc2c(c(=O)n1C)SC(C)C2 (configuration not stated)
→ -9	-3	-3	-2	-8	0.2	4	-1	0	8
39	c1ccc(CNc2nc(NCc3ccco3)nc(N3CCOCC3)n2)cc1
→ -3	-8	0	-1	4	0.2	5	0	2	10
40	CSc1ccccc1NC(=O)c1onc(C)c1Cl
→ 2	15	0	5	2	0.3	1	1	-1	-2
41	N#Cc1ccccc1CN1C(=O)NC(Cc2c[nH]c3ccccc23)C1=O (configuration not stated)
→ -5	13	6	-9	3	0.1	-1	-5	0	1
42	CC1(C)CC(=O)C2=C(C1)N(c1ccccc1C#N)C(N)=C(C#N)C2c1cccs1 (configuration not stated)
→ -4	8	2	15	-6	0.9	-23	4	-2	8
43	O=C(Cc1ccc(Cl)cc1)OCC(=O)c1ccc[nH]1
→ 4	1	-2	-3	-2	0.2	-1	0	2	12
44	COC(=O)c1cccc(N(C(=O)c2cnccn2)C(C(=O)NC2CCCCC2)c2cn(C)nc2C)c1 (configuration not stated)
→ -15	-1	4	3	5	-0.2	4	1	0	-1
45	CSc1nnnn1-c1cccc(O)c1
→ -9	4	9	0	0	-0.1	-2	-3	-1	-8
46	CCn1c(SCC(=O)Nc2cc(NC(C)=O)ccc2OC)nnc1-c1ccccn1
→ 15	-5	-5	-4	9	0.6	1	-4	0	-12
47	CCOc1ccccc1NC(=O)[C@@H](NC(=O)c1ccccc1F)C(C)C
→ -1	7	-1	10	-6	-0.4	4	0	3	7
48	O=C(NCc1ccccc1)NC(O)C(Cl)(Cl)Cl (configuration not stated)
→ 13	-2	-5	0	4	0.5	-1	-3	-4	-3
49	CCCc1nc2ccc(NC(=O)NCCC(=O)OCC)cc2c(=O)n1Cc1cccc(Cl)c1
→ 1	-1	-1	-8	-5	0.2	1	-5	1	17
50	CCCC(=O)Nc1cc2c3c(c1)CCN3C(=O)CC2
→ 0	-7	6	1	-3	0.3	4	-4	4	-6

# Remaining list, next part.
# Results follow in this order: TDP2 absorb	ARFGAP1 inh	Tn7 DDE FP	ADAM10 inh	DDE Tn6 FP inh	proKLK7 act	PLC-gamma1 inh	ADAM17 inh	LEDGF integ inh	ASAP1 GAP inh
51	COc1ccccc1C(=O)NCCCCNC(=O)c1ccccc1OC
→ 8	-1	2	-9	-8	0.5	1	-7	-1	-11
52	CCSc1nnnn1-c1ccccc1
→ -2	0	2	8	10	0.0	2	-5	2	-4
53	CC(C(=O)Nc1nccs1)c1ccc([N+](=O)[O-])cc1 (configuration not stated)
→ 0	0	4	5	4	0.3	6	0	2	-3
54	COc1ccc(S(=O)(=O)N2CCCCCC2)cc1NC(C)C(=O)Nc1ccc(NC(C)=O)cc1 (configuration not stated)
→ 1	-2	-3	-4	1	0.1	0	1	2	-10
55	O=S(=O)(NCCc1ccccc1)c1ccc(F)cc1Br
→ 5	-6	6	5	-3	-0.5	0	1	3	-12
56	COc1ccc(C2C(C(=O)c3cccs3)=C(O)C(=O)N2Cc2cccnc2)cc1OC (configuration not stated)
→ 9	6	-2	5	-1	0.1	4	0	3	0
57	COc1cccc(C(O)c2nc(-c3cccc(C(=O)O)c3)cs2)c1 (configuration not stated)
→ -6	6	-5	-25	-2	-0.8	5	0	-2	-1
58	COc1ccc(N2C(=O)C3CCCN3C2c2ccc(F)cc2)cc1Cl (configuration not stated)
→ -9	-8	4	-12	2	-0.3	-2	-5	-2	-7
59	CCCSc1nnc2n(N)c(=O)c3ccccc3n12
→ -3	-3	-2	2	3	0.2	0	-1	3	5
60	COCCn1c(SCC(=O)NCc2ccc3c(c2)OCO3)nc2ccccc2c1=O
→ 3	7	3	-3	-3	0.1	2	-2	-1	9
61	O=Cc1ccccc1OCCOc1ccc([N+](=O)[O-])cc1
→ 2	5	3	1	-9	0.2	2	-4	3	1
